# Compound activity: PubChem BioAssay, several laboratories
# TPT1 inh: C. albicans TPT1 enzyme inhibition. recombinant caTPT1, FP RNA substrate dephosphorylation. inhibition, % at 5 µM. 300,000 compounds, 0.81% hits;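 active = inhibition above the mean of all tested compounds plus 3 SD, set per screening campaign, cut at about 24% in these data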;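 also: plate controls were DMSO alone for no effect and ferristatin control at 100 nM for full effect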
# Fam108B counter: Fam108B inhibition, counter-screen for RBBP9 inhibitors. recombinant Fam108B, FP-Rh probe fluorescence polarization. inhibition, % at 9.51 µM. 300,000 compounds, 0.33% hits;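 active = inhibition above the screen mean inhibition plus 3 SD, computed separately per campaign, cut at about 18% in these data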;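 also: inhibitors lower polarization as less probe binds the enzyme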
# MCL1 BIM primary: MCL1-BIM-BH3 interaction inhibition (human). Q07820. GST-MCL1 / FITC-Bim-BH3 fluorescence polarization. inhibition, % at 10.9 µM. 320,000 compounds, 0.68% hits. AID 2057;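 active = inhibition above the mean inhibition of all tested compounds plus 3 SD, set per campaign, cut at about 40% in these data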;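 also: 0% = DMSO wells and 100% = unlabeled Bim-BH3 peptide control; higher means more loss of mP so more displacement of Bim peptide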
# Target sequence (Q07820 whole entry, looked up): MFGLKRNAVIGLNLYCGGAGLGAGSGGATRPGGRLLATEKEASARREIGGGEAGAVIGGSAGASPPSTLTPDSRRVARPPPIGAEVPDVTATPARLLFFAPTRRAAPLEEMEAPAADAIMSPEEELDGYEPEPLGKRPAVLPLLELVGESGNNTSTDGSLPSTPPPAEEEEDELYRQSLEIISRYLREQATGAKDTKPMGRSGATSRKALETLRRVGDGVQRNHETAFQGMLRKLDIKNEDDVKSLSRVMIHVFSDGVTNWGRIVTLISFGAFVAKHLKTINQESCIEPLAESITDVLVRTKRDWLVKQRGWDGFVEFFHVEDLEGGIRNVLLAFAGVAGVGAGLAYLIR
# GSTO1 inh: GSTO1 inhibition, counter-screen for RBBP9 inhibitors. P78417. recombinant GSTO1, activity-based probe fluorescence polarization. inhibition, % at 5.96 µM. AID 1974. 300,000 compounds, 1.1% hits;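 active = inhibition above the campaign mean inhibition plus 3 SD, cut at about 35% in these data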;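 also: 0% = GSTO1-1 with DMSO and 100% = wells lacking GSTO1-1 enzyme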
# GLD-1 TGE inh: GLD-1-TGE RNA interaction inhibition (C. elegans) | 320,000 compounds, 0.44% hits | AID 2280 | inhibition, % at 5.96 µM | Q17339 | purified GLD-1 + fluorescein TGE RNA, fluorescence polarization;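 active = percent inhibition above a per-plate cutoff, the plate mean of test compounds plus 3 SD, cut at about 30% in these data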;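 also: 0% = DMSO wells with GLD-1 and probe and 100% = wells lacking GLD-1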
# MEX-5 binding: C. elegans MEX-5 TCR-2 RNA binding activity. 300,000 compounds, 0.38% hits. MEX-5/FITC-TCR2 RNA binding, fluorescence polarization; active compounds read low. activity score (negative = inhibition of binding), % at 10 µM. Q9XUB2;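 active = inhibition past about -25% in most replicates, and total fluorescence under double the plate's negative control median, limit read from the data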;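 also: 0% = DMSO and -100% = 5 µM competing unlabeled TCR2 RNA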
# PME-1 inh: PME-1 (human) inhibition. recombinant PME-1, FP-Rh probe fluorescence polarization. inhibition, % at 5.9 µM. 320,000 compounds, 0.53% hits. AID 2130. Q9Y570;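 active = inhibition above the campaign mean of all compounds plus 3 SD, cut at about 26% in these data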;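 also: competitive labeling of PME-1 active site by serine hydrolase directed probe; 0% = PME-1 with DMSO and 100% = wells lacking PME-1 enzyme; inhibitors block probe labeling so polarization falls and inhibition rises; many of its hits are not listed in these tables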
# Bcl-xL primary: blocks human Bcl-xL binding to Bim BH3 peptide | Q07817 | GST-Bcl-xL / FITC-Bim BH3 peptide fluorescence polarization | inhibition, % at 10.9 µM | 320,000 compounds, 0.7% hits | AID 2129;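 active = inhibition above the mean of all tested compounds plus 3 SD, cutoff set per campaign, cut at about 30% in these data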;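 also: 0% = DMSO wells and 100% = unlabeled Bim-BH3 peptide competitor; inhibitors lower millipolarization by displacing the labeled peptide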
# PAD4 FP inh: inhibitors of human PAD4; recombinant PAD4, RCA probe fluorescence polarization; inhibition, % at 6.36 µM; 330,000 compounds, 0.41% hits; AID 485272;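 active = percent inhibition above a cutoff equal to the mean of all tested compounds plus 3 SD, cut at about 15% in these data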;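 also: 0% = PAD4 with RCA probe and DMSO and 100% = probe without PAD4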
# Target sequence (Q9UM07 whole entry, looked up): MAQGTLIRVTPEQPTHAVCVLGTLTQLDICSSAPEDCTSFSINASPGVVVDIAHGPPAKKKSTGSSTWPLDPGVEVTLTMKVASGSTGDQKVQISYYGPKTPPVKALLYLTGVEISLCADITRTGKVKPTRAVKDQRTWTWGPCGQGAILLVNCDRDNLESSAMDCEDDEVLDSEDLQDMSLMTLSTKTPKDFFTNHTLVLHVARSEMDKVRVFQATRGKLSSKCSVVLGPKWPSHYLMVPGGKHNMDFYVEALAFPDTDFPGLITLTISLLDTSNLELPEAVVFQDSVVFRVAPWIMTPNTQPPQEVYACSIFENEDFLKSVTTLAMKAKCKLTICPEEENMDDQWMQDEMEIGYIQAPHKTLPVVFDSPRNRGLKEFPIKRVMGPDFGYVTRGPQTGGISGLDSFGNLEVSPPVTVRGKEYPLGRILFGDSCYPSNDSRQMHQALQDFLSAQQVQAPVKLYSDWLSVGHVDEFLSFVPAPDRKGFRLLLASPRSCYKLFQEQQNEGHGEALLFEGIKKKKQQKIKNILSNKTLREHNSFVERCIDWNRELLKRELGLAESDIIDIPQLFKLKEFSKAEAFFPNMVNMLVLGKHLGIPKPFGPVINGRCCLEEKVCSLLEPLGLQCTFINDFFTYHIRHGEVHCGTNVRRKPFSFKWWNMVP
# * marks the source's active call; other numbers are inactive results; x = not tested or not shown. This is a subset. The share of hits here may be higher or lower than overall.
SMILES,TPT1 inh,Fam108B counter,MCL1 BIM primary,GSTO1 inh,GLD-1 TGE inh,MEX-5 binding,PME-1 inh,Bcl-xL primary,PAD4 FP inh
NC(=O)NC(CC(=O)NCCCc1ccccc1)c1ccccc1Cl (stereo not drawn),1,2,1,9,4,-0.1,-15,6,-2
Cc1ccc(S(=O)(=O)N(C)C)cc1NC(=O)COC(=O)C1CC(=O)N(c2ccc3c(c2)OCCO3)C1 (stereo not drawn),-3,-2,-1,13,5,-2.9,4,2,4
CCCCNC(=O)CCCn1c(=S)[nH]c2cc3c(cc2c1=O)OCO3,-1,-1,-1,9,6,-0.2,2,4,-5
CC1(C)CC(NC(=S)NC(=O)c2cc(Br)ccc2Cl)CC(C)(C)N1,x,x,11,x,-1,x,1,2,2
O=C(Nc1c(F)cc(F)cc1Br)c1cc2nc(C(F)F)cc(C(F)F)n2n1,0,3,5,-18,0,0.1,-1,7,5
COc1ccccc1OC(C)C(=O)Nc1ccccc1C(=O)NCc1cccnc1 (stereo not drawn),-1,1,6,-1,1,-0.2,1,5,1
CCOc1ccc(N/C=C/C(=O)c2ccc(OC)c(OC)c2)cc1,0,-3,3,3,-2,7.0,5,-1,-2
CC(=O)Nc1ccc(OCc2cnc(Cl)s2)cc1,-2,6,0,8,-1,0.3,0,3,-5
O=c1ccnc(SCCc2ccccc2)[nH]1,-3,-5,0,-2,8,2.3,-1,-3,7
Nc1ncnc2c1ncn2[C@@H]1O[C@H](CO)[C@@H](O)[C@@H]1O,-4,5,1,6,-1,3.5,-10,8,-2
O=C(CN1C(=O)CCC1=O)Nc1nc(-c2ccc3ccccc3c2)cs1,0,-11,-1,-2,4,1.0,-8,-4,3
COc1cccc(C2c3[nH]c4ccccc4c3C[C@H]3C(=O)N(C4CC4)CC(=O)N23)c1 (stereo partly drawn),-1,-5,6,2,-3,0.4,0,6,0
CCOC(=O)Cn1nc(C)c2c1CCCC2=O,-5,1,4,3,10,-0.1,0,12,3
O=C(Nc1nc(-c2ccncc2)cs1)C1c2ccccc2Oc2ccccc21,7,-18,-5,-10,-4,3.3,-27,3,-7
COc1cc(-c2nc3n(n2)C(c2ccncc2)C2=C(CCCC2=O)N3)cc(OC)c1OC (stereo not drawn),-2,-1,1,-2,4,0.9,1,5,4
O=C(c1ccc(-c2ccccc2)c(F)c1)C1CCCN(C(=O)c2cncs2)C1 (stereo not drawn),1,3,3,3,1,-4.4,7,3,-1
CCN(CCO)Cc1cn[nH]c1-c1ccc(C)c(C)c1,8,6,10,-3,-2,-0.1,-4,14,1
COc1cc(OC)cc(-c2oc(=O)c3cc(OC)c(OC)cc3c2/C=C/c2ccc(F)cc2)c1,x,x,-16,x,-9,x,-8,-6,6
O=C(Nc1nc(=O)[nH]s1)c1ccccc1,0,5,3,3,-4,0.2,-4,4,2
O=S(=O)(NC1=NCCC1)c1ccc(F)cc1,4,-1,-6,8,2,0.1,1,0,3
COc1ccc(S(=O)(=O)N(C)CC(=O)Nc2cccc(C(C)=O)c2)cc1C,5,5,-7,-1,4,1.6,8,2,1
CC(C(=O)NN)c1ccc([N+](=O)[O-])cc1 (stereo not drawn),-1,0,2,-3,6,0.1,0,5,-4
S=c1[nH]nc(COc2ccccc2)n1/N=C/c1ccc(Cl)c(Cl)c1,-10,8,-13,1,-9,-0.1,13,-14,2
COc1ccc(S(=O)(=O)NCC(=O)N(CC(=O)NC(C)(C)C)Cc2cccs2)cc1,0,3,-1,11,-1,2.5,0,-3,-2
O=C(CCN1CCN(c2ccccc2)CC1)NNC(=O)c1cccc2ccccc12,-3,5,6,4,2,-1.4,-2,-2,2
CC(=O)c1cccc(NC(=O)CNC(=O)c2sc3ccccc3c2Cl)c1,29*,-12,-27,-2,-33,-2.6,-10,-13,2
O=C(CCNC(=O)c1ccc([N+](=O)[O-])cc1)Nc1ccc(F)cc1F,-2,-1,-15,-11,6,2.0,-8,2,-3
CCN(CC(=O)NCc1ccc(F)cc1)C(=O)C(C)Oc1cccc(Cl)c1 (stereo not drawn),x,x,-18,x,0,x,7,-10,0
Cc1ccsc1/C=C1\SC(=S)N(CC2CCCO2)C1=O (stereo not drawn),2,-1,-2,11,-4,2.0,8,0,-2
O=C(NCc1csc2ccc(Cl)cc12)Nc1ccccc1,-2,-3,-4,-2,-5,-0.9,-6,-3,2
Cc1ccnc(N(C(=O)Nc2ccccc2)C2=NCC(C)(C)S2)c1,-5,1,-2,5,2,1.6,-2,0,-1
COc1ccc(CNC(=O)C/C(C)=N/NC(=O)COc2ccccc2)cc1,0,1,8,5,-4,-0.9,-4,1,-1
CC(C)CNS(=O)(=O)c1ccc(CCC(=O)Nc2ccc3c(c2)OCCO3)cc1,6,1,4,-4,-10,1.5,10,2,1
COc1ccc(-c2nnc(NC(=O)c3ccccc3[N+](=O)[O-])s2)c(OC)c1,-2,0,4,0,7,-3.0,3,3,1
CCCn1c(SCC(=O)N2c3ccccc3CC2C)nnc1-c1ccco1 (stereo not drawn),0,-3,-9,7,-3,-0.7,-3,-1,-5
Cc1nc(SCC(=O)NC(=O)NC(C)(C)C)nc(C)c1C,-2,-1,3,2,1,1.3,0,2,0
O=C(C(=O)c1cccnc1)c1cccnc1,-1,-2,3,1,4,-1.3,-1,10,-2
C=CCCCCCCCCC(=O)NN,0,-3,9,5,0,1.2,-5,3,2
CCc1nc(C#N)c(N2CCCCC2)o1,0,7,5,4,6,-1.4,-3,3,6
Cc1cc(C)n2nc(C)c(Br)c2n1,-1,1,7,-1,6,-0.9,1,-1,-3
CCSc1nnc2n1C(C)(C)Cc1ccccc1-2,-1,5,-4,8,0,-0.3,3,5,-3
O=C(CSc1cn[nH]n1)Nc1ccc(O)c(C(=O)O)c1,-5,-2,2,6,6,-5.1,0,6,-5
CC(NS(=O)(=O)c1cccc(S(=O)(=O)c2ccccc2)c1)C(=O)O (stereo not drawn),0,0,4,1,-1,0.0,2,5,2
Cn1c(=O)c2c(n(C)c1=O)=NC1(CCCCC1)N=2,0,-3,11,4,6,-3.1,11,8,4
O=C(COc1ccc([N+](=O)[O-])cc1)N1CCc2ccccc2C1,-1,1,9,12,1,-3.4,-2,5,0
CC1(C)C=C2[C@H]3CC[C@@H]4[C@@]5(C)CCC(=O)C(C)(C)[C@@H]5CC[C@@]4(C)[C@]3(C)CC[C@@]2(C(=O)O)CC1,-2,3,13,4,6,1.3,2,5,-2
Cc1ccc(N(CC(=O)NCc2ccco2)C(=O)CCC(=O)Nc2nccs2)cc1C,-2,4,2,-1,-9,1.1,5,3,-2
CC(NC(=O)c1cccs1)c1n[nH]c(=S)n1C (stereo not drawn),1,-3,-8,-3,-2,-0.4,-2,-2,4

# Two records picked at random from the list so far:
SMILES,TPT1 inh,Fam108B counter,MCL1 BIM primary,GSTO1 inh,GLD-1 TGE inh,MEX-5 binding,PME-1 inh,Bcl-xL primary,PAD4 FP inh
S=c1[nH]nc(COc2ccccc2)n1/N=C/c1ccc(Cl)c(Cl)c1,-10,8,-13,1,-9,-0.1,13,-14,2
COc1ccccc1OC(C)C(=O)Nc1ccccc1C(=O)NCc1cccnc1 (stereo not drawn),-1,1,6,-1,1,-0.2,1,5,1

# (cont.)
SMILES,TPT1 inh,Fam108B counter,MCL1 BIM primary,GSTO1 inh,GLD-1 TGE inh,MEX-5 binding,PME-1 inh,Bcl-xL primary,PAD4 FP inh
COc1ccc(C2=NS(=O)(=O)N(C)C(C(=O)NC3CCCC3)=C2)cc1OC,0,-5,-9,4,-6,-0.4,4,-1,0
Nc1ccccc1-c1ccccc1N,-1,-4,6,2,0,-0.2,5,0,5
CC(C)(C)NC(=O)C(Cc1ccccc1)N1C(=O)c2ccccc2C1=O (stereo not drawn),2,3,2,-4,10,0.0,-2,1,-3
Cc1ccc(NC(=O)CCSc2nnc(Cc3ccccc3)o2)cc1,-1,0,-1,3,-13,0.9,2,0,3
Cc1ccc(S(=O)(=O)NCc2ccncc2)cc1C,2,0,2,13,-1,-1.9,8,0,3
CNC(=O)CSc1nc(N)c2c3c(sc2n1)CCC3,4,0,-3,5,5,x,4,-12,-2
Cc1ccc(NC(=O)c2csc3c2CCCC3)cc1,5,1,2,-3,5,0.5,-2,1,-6
O=C(CSC1=NS(=O)(=O)c2ccccc2N1)Nc1nccs1,0,-1,0,5,-4,-0.4,-4,3,-5
Cc1ccc(S(=O)(=O)c2nc(-c3ccco3)oc2N2CCC(C)CC2)cc1,0,-2,13,0,-2,2.1,1,11,4
Cc1ccc2nc(-c3ccccc3)c(NC(=O)c3ccco3)n2c1,-2,6,7,5,9,-2.1,-2,1,2
CCOc1ccccc1Oc1coc2cc(O)ccc2c1=O,2,0,-7,-4,-4,3.0,-7,-2,0
O=C(CCC(=O)N1CCOc2ccc(Cl)cc21)N1CCN(c2ccccn2)CC1,-3,-3,6,5,5,-0.3,-2,4,4
CN(C)S(=O)(=O)c1ccc(Cl)c(NC(=O)COC(=O)c2cc(-c3ccccc3)nc3ccccc23)c1,-1,-26,-1,-4,-2,2.1,-27,-3,-6
COc1cc(C)ccc1OCc1cc(C(=O)N2CCC(c3ccc(F)cc3)C2)no1 (stereo not drawn),2,1,4,-4,-1,2.4,-7,1,-1
O=C1N=c2ccccc2=C1c1sc(=S)n(NC(=O)c2ccccc2)c1O,-4,6,22,11,3,-0.6,2,20,3
COC(=O)c1cnc2ccccc2n1,-4,-3,-7,-1,5,0.0,-6,-3,-3
COCCNC(=O)Cn1nc(Cc2ccncc2)c2ccccc2c1=O,-2,-2,7,-1,4,1.8,0,3,-1
Nc1cc(N)nc(SCC(=O)NC(=O)NC2CCCC2)n1,x,x,10,x,0,x,-2,4,4
O=C(c1cnc2sccn2c1=O)N1CCCc2ccccc21,-3,-4,3,1,-1,-3.2,-12,5,-3
Cc1cccc(N/C(N)=N/c2nc(CSc3ccc(Cl)cc3)cc(=O)[nH]2)c1,-1,5,3,21,7,-2.5,-1,2,0
CC[C@H]1OC(=O)C[C@@H](O)[C@H](C)[C@@H](O[C@@H]2O[C@H](C)C[C@H](N(C)C)[C@H]2O)[C@@H](CC=O)C[C@@H](C)C(=O)C=C[C@]2(C)O[C@H]2[C@@H]1C,-2,2,3,3,9,-0.3,3,7,-2
COc1ccc2nc(NC(=O)C3CCCN(S(=O)(=O)c4cccs4)C3)sc2c1 (stereo not drawn),-2,-3,-1,0,0,0.2,-10,3,-2
Cc1cc(NC(=O)COC(=O)CCS(=O)(=O)c2cc(Cl)ccc2Cl)no1,-1,0,0,4,4,0.2,-4,1,-4
O=C(Cc1c(F)cccc1Cl)Nc1ccc(S(=O)(=O)Nc2nccs2)cc1,1,2,6,2,-7,x,4,6,0
O=C(Nc1nnc(-c2ccco2)o1)c1ccc(S(=O)(=O)N2CCOCC2)cc1,-2,4,3,0,7,-3.1,2,3,-3
O=C(CCc1ccccc1)Nc1ccc(NC(=O)C2CC2)nc1,4,-2,0,3,8,1.9,-5,2,0
COc1ccc(C)cc1NC(=O)CCNC(=O)Cn1ccc2ccccc2c1=O,2,-1,7,5,-1,-1.9,-2,3,5
CCOc1ccccc1C(=O)Nc1cc(C)ccc1NC(=O)c1ccco1,-4,-4,7,0,2,1.4,-2,6,2
CC(C)OC(=O)c1cc(Cl)c(=O)n(Cc2ccc(Cl)cc2Cl)c1,0,0,0,5,-2,0.1,-1,-1,3
Cn1nnnc1SCC(=O)NC1CCCc2ccccc21 (stereo not drawn),-3,-3,4,0,4,-1.6,2,1,-5
